# Source: PubChem
# USP1 inh: inhibitors of human USP1/UAF1 deubiquitinase; O94782; AID 743255; Potency, µM (doses to about 57.1 µM), for the others: at the top dose activity change, negative = inhibition, most hits filed as inhibitors; recombinant USP1/UAF1, Ub-Rhodamine cleavage fluorescence; actives 0.23% (n = 390,000); note: potency is the fitted concentration of half-maximal effect; % is set by controls: 0 for no effect and ±100 for the full control effect; nearly all actives have a fitted effect of over 60% in size; inactives centre near -12
#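 High-throughput fluorogenic screen: 1nM USP1/UAF1 complex, Ub-Rho substrate 150nM final, 50mM HEPES pH 7.8 with 0.5mM EDTA, 0.1 mg/ml BSA, 1mM TCEP and 0.01% Tween-20.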
# PI4K2A inh: PI4K2A (human) kinase inhibition. Q9BTU6. purified PI4K2A, ADP-Glo luminescence, 1 h; hits give low values. activity change, negative = inhibition, % at 76.9 µM. actives 0.13% (n = 420,000). AID 1346378; in the data active = activity change below about -50%; inconclusive = mostly about -30% to -49%;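 note: -100% = wells without enzyme as full effect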
# Target sequence (Q9BTU6 whole entry, looked up): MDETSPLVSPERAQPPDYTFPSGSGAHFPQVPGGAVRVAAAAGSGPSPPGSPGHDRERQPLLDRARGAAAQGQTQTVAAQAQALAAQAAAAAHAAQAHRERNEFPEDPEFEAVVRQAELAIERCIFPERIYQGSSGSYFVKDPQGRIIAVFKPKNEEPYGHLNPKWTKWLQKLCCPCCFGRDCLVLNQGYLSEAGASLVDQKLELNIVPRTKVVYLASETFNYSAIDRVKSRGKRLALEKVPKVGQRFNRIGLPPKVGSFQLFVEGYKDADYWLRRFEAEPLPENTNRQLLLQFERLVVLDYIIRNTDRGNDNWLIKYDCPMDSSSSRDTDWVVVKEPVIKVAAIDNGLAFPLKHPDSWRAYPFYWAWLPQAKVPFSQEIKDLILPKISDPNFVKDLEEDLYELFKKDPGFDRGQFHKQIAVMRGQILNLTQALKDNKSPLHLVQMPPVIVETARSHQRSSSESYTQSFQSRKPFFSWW
#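 PI4K2A activity was measured by ADP-Glo luminescence: enzyme (4 ug/mL stock) and phosphatidylinositol (1.2 mM stock) in Tris pH 7.5/MgCl2/EGTA/Triton X-100 buffer were reacted with ATP (300 microM stock) for one hour at ambient temperature.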
# Pin1 inh: human Pin1 inhibition | Pin1 FP peptide displacement, HiFluor488, 10 min | Potency, µM (series often up to 115 µM), for the others: at the top dose activity, negative = inhibition, hits mostly inhibitors | actives 0.009% (n = 390,000) | AID 504891; active = well fitted inhibition curve with a large enough effect in the polarisation, with a control signal flat, not every such curve was filed as active; inconclusive = small, poorly fitted or top-dose-only effect, or effect the other way, or a change in a side signal; inactive = no such curve, though single readings can be large or run the other way; the % refers to the polarisation; note: potency is the fitted concentration of half-maximal effect; % is set by controls: 0 for no effect and ±100 for the full control effect
# Target sequence (Q13526 whole entry, looked up): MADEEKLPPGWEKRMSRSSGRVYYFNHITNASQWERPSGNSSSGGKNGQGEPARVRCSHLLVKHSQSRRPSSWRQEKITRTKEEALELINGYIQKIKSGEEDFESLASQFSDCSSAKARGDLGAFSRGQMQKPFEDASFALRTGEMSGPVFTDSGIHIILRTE
# HP1b binding inh: blocks HP1-beta chromodomain binding to methylated histone tails; AlphaScreen HP1-beta / biotin-H3K9me3 peptide binding; Potency, µM (doses to about 114 µM), for inactives: top-dose activity change, negative = inhibition, hits mostly inhibitors; actives 0.56% (n = 390,000); AID 540317; note: potency is the fitted concentration of half-maximal effect; nearly all actives have a fitted effect of over 70% in size; inactives centre near 23
# Target sequence (P83916 whole entry, looked up): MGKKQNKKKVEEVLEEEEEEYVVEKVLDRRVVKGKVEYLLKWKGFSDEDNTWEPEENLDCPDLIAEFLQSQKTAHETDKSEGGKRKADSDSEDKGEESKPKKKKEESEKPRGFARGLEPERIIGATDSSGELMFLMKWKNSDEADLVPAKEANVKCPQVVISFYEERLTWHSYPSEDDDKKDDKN
#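 AlphaScreen: HP1-beta (50 nM) preformed 30 min with biotin-H3(1-18)K9me3 peptide (50 nM) in PBS pH 7.4, 0.01% Tween-20. Compound added for 30 min at RT, then streptavidin donor/nickel chelate acceptor beads (10 ug/mL) for 30 min.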
# Tb PGK inh: inhibitors of T. brucei phosphoglycerate kinase | P07378 | PGK/GAPDH coupled, Kinase-Glo luminescence, 60 min | Potency, µM (series often up to 57.5 µM), inactives show at the top dose activity change, negative = inhibition, most hits filed as inhibitors | actives 0.043% (n = 380,000) | AID 602233; note: potency is the fitted concentration of half-maximal effect; % is set by controls: 0 for no effect and ±100 for the full control effect; nearly all actives have a fitted effect of over 60% in size
#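 Recombinant glycosomal PGK reaction used 1,3-bisphosphoglycerate generated in-well by GAPDH (100nM final) in 100mM TEA pH 7.6, 5mM MgCl2, 0.01% Tween-20. After 60 minutes at room temperature, ATP was read by Kinase-Glo Plus luminescence end-point.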
# GLS inh: blocks human kidney-isoform glutaminase activity | GLS enzymatic activity, qHTS titration | actives 0.21% (n = 410,000) | O94925 | AID 624170 | Potency, µM (highest dose often 45.5 µM), for inactives: at the highest dose activity change, negative = inhibition, most hits filed as inhibitors; note: potency is the fitted concentration of half-maximal effect; % is set by controls: 0 for no effect and ±100 for the full control effect
#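 Coupled fluorescence readout: glutamate oxidase/HRP/Amplex Red detect glutamate formed by hKGA from L-glutamine (1 mM solution added). Buffer 45 mM KH2PO4 pH 8.2, 0.02% Tween-20; reads at t0 and 30 min RT.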
# IDH1 R132H inh: human IDH1 R132H inhibition. IDH1-R132H enzyme, NADPH consumption, diaphorase/resazurin fluorescence. Potency, µM (highest dose often 76.6 µM), without a hit: at the top dose activity change, negative = inhibition, most hits filed as inhibitors. actives 0.093% (n = 390,000). AID 602179. O75874; note: potency is the fitted concentration of half-maximal effect; % is set by controls: 0 for no effect and ±100 for the full control effect; nearly all actives have a fitted effect of over 65% in size
#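 IDH1-R132H (0.5 ug/mL) preincubated 30 min with compound, then NADPH (0.016 mM) and alpha-KG (2 mM) added; 80 min at RT, pH 7.5. Remaining NADPH coupled via diaphorase/resazurin to fluorescence (540/590 nm); concentration-response curves normalized to no-enzyme control.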
# rTrxR1 inhibitor: rat TrxR1 inhibition | O89049 | Potency, µM (doses to about 114 µM), for the others: top-dose activity change, negative = inhibition, most hits filed as inhibitors | AID 588453 | actives 1% (n = 390,000) | recombinant rTrxR1, NADPH fluorescence consumption, selenite substrate; note: potency is the fitted concentration of half-maximal effect; % is set by controls: 0 for no effect and ±100 for the full control effect; nearly all actives have a fitted effect of over 65% in size
#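 Rat TrxR1 (90 nM in the dispensed reagent) was pre-reduced with 400 uM NADPH for 5 min at room temperature, then incubated with compound for 15 min. After 400 uM selenite was added, NADPH fluorescence (Ex 340/Em 450 nm) was followed for 8 min.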
# TrxR1 substrate: rat thioredoxin reductase 1 substrate activity | O89049 | purified TrxR1 substrate turnover, NADPH consumption readout | Potency, µM (doses to about 114 µM), inactives show top-dose activity change, negative = substrate turnover | actives 0.01% (n = 390,000); note: potency is the fitted concentration of half-maximal effect; % is set by controls: 0 for no effect and ±100 for the full control effect; nearly all actives have a fitted effect of over 50% in size
#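 Rat TrxR1, dispensed at 90 nM, was prereduced with 400 uM NADPH (final) for 5 min at ~22 deg C, then incubated with compound 15 min before 400 uM selenite. A first-read NADPH fluorescence drop versus no-compound background flagged substrates.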
# Starred values were filed as active, the others as inactive; i = inactive; u = inconclusive; x = no result given; & = joins results of further samples; [ ] = dose if it differs, or a comment. Unless noted, calls come from the whole dose curve; as a rule, active = well fitted curve in the direction sought with a large enough effect; inconclusive = small, poorly fitted or top-dose-only effect, or another doubt; inactive = no such curve, though single readings can be large; an effect the other way counts as inactive or inconclusive. This is a subset; count on the stated rates, not on these rows.
smiles,GLS inh,PI4K2A inh,TrxR1 substrate,HP1b binding inh,rTrxR1 inhibitor,Tb PGK inh,IDH1 R132H inh,USP1 inh,Pin1 inh
COc1ccc(Cl)cc1NC(=O)COC(=O)C1COc2ccccc2O1 (centres undefined),-4%,10,-9%,40%[activator],-4%,0%,0%,-18%,3%
COc1ccc(S(=O)(=O)Nc2ccc(S(=O)(=O)Nc3nc(C)cc(C)n3)cc2)cc1OC,0%,0,-5%,34%,4%,2%,1%,-18%,-3%
O=C(O)CCNC(=O)c1cncc(Br)c1,21%,0,6%[2.29 µM],-23%,-21%[2.29 µM],x,6%,-4%,-2%
Cc1ccc(NC(=O)Nc2nnc(Cc3ccc([N+](=O)[O-])cc3)s2)cc1C,3%,2,-9%,4%,1%,-4%,2%,-1%,-4%
ON1C(c2ccccc2)CC2(O)c3nonc3CCC12 (centres undefined),47%[activator],9,-6%,16%,-10%,-7%,-1%,-5%,4%
Cc1nn(CC(=O)NN)c(C)c1Br,10%,2,-2%,43%[activator],3%,6%,-2%,-8%,1%
COc1ccccc1OCC(=O)Nc1cc(NC(=O)COc2ccccc2OC)cc(C(=O)O)c1,0%,4,7%[57.1 µM],13%,14%[57.1 µM],-5%,-1%,-13%,-6%
CC[C@H](C)[C@H](NC(=O)OCc1ccccc1)C(=O)OCC(=O)N1CCN(c2ccc(F)cc2)CC1,9%,-1,-10%,39%[activator],-3%,-5%,2%,-28%,-1%
COc1ccc(C(=O)N2N=C3CC(C)(C)OCC3C2c2ccccc2)cc1 (centres undefined),0%,2,-9%,21%,-7%,-10%,2%,-6%,-7%
CCN(CC)c1ccc(NC(=O)CN2CCN(S(=O)(=O)c3cc(Cl)ccc3OC)CC2)cc1,-8%&16%,-2&-1,1%[57.1 µM],u,6%[57.1 µM],0%,19%&3%,-17%&-27%,2%&22%
CCc1cccc(NC(=O)Cn2c(=O)n(-c3cccc(Cl)c3)c(=O)c3c2c2cc(C)ccc2n3C)c1,0%,-2,27%,26%,22%,-2%,15%,-20%,31%[activator]
C=CCNC(=O)c1c(Cl)nc(C)c([N+](=O)[O-])c1C,1%,6,14%[57.1 µM],36%,4%[57.1 µM],-2%,-1%,-11%,1%
O=C(Nc1ccccc1)NC1(C(=O)NCc2cccs2)CCCCC1,-7%,-4,2%,7%,27%,x,0%,-4%,-3%
O=C(N/N=C/c1cccc([N+](=O)[O-])c1)C1CC1c1ccccc1 (centres undefined),21%,7,5%[57.1 µM],-12%,15%[57.1 µM],2%,23%,-14%,-3%
Cc1ccc2cc3c(NS(=O)(=O)c4cccc5nonc45)nn(CC(C)C)c3nc2c1,9%,-1,-9%,16%,-15%,-5%,-8%,-20%,-6%
Cc1oc(-c2ccc3c(c2)OCCO3)cc1C(=O)NCC(=O)O,7%,-4,2%[57.1 µM],-9%,u,-2%,-4%,7%,5%
CS(=O)(=O)n1nc(OC(=O)c2cc(Br)ccc2Cl)cc1N,4%,5,0%,26%,6.3µM*,-7%,0%,-8%,4%
CCCCc1nc2cc(C(=O)N3CCC(OC)CC3)ccc2o1,2%,-1,2%,19%,24%,-3%,18%,-9%,-8%
O=C(COc1ccc(Cl)cc1)NCC(=O)N1CCC2(CC1)NCCc1[nH]cnc12,1%,4,4%,55%[activator],12%,9%,-8%,-16%,0%
Cc1ccccc1-c1nc(CS(=O)CC(=O)NCCc2ccc(Cl)cc2)c(C)o1 (centres undefined),-2%&5%,-2&-5,12%&2%,32%&19%,15%&-25%,-5%,16%&13%,-13%&-2%,9%&2%
Cc1ccc2c(c1)C(=O)N1[C@H]3c4ccccc4OC[C@@H]3[C@H](c3ccccc3)[C@]1(C)C(=O)N2,-15%,-2,6%[57.1 µM],17%,17%,-11%,-14%,-27%,34%[activator]
CCOc1ccccc1OCC(=O)OC(C)C(=O)Nc1ncc(Cl)cc1Cl (centres undefined),-6%,-5,-2%,38%,6%,i,9%,-17%,-3%
COc1ccc(C(C(=O)NC2CCCC2)N(Cc2cccnc2)C(=O)Cc2cccs2)cc1OC (centres undefined),9%,4,0%,0%,10%,4%,-9%,-3%,-2%
CCOc1ccc(CCNC(=O)CCCn2c(=O)c3cccn3c3cccnc32)cc1,-5%,-2,13%,31%,28%,-10%,-12%,9%,0%
NC(=NCc1ccc2c(c1)OCO2)NC(=O)c1ccccc1,8%,-1,2%[57.1 µM],-22%,3%[57.1 µM],u,7%,2%,u
Cc1ccccc1OCCOC(=O)c1cc(S(=O)(=O)N2CCCCC2)ccc1N1CCOCC1,1%,-1,9%,32%,24%,u,8%,-20%,26%
CC1CCCC(NC(=O)Cc2ccc(Br)cc2)C1C (centres undefined),-1%,1,2%,36%,13%,-5%,2%,-17%,-1%
Cc1ccc(NC(=O)CN(C)Cc2nc3ccccc3c(=O)[nH]2)c(Br)c1,0%,0,17%[57.1 µM],22%,23%,-7%,6%,-24%,10%
Cc1cc(-c2ccccc2)nc(N/N=C/c2cccnc2)n1,11%,-5,0%[57.1 µM],8%,12%[57.1 µM],-2%,-7%,1%,2%
CN1C(=O)C(O)(C2CCCCCC2=O)c2ccccc21 (centres undefined),3%,1,-2%,30%,8%,6%,3%,-3%,-2%
CCCCN(C)C(=O)c1ccc2c(c1)N(CC)C(=O)c1ccccc1S2=O (centres undefined),-14%,4,-4%,21%,2%,i,2%,-13%,5%
Cc1cccc(C(=O)Oc2ccc(/C=N/O)cc2)c1,17%,9,14%[57.1 µM],51%[activator],15%[57.1 µM],-13%,6%,-21%,-3%
CCCNC(=O)C(Cc1cccc(Br)c1)NC(=O)c1ccc(C#N)cc1 (centres undefined),-6%,1,3%,84%[activator],20%,-3%,10%,-25%,-1%
CCN(CC)c1ccc2cc(C(N)=O)/c(=N\NC(=O)c3ccncc3)oc2c1,32%[activator],-6,-21%,43%[activator],-22%,-2%,-10%,u,u
Cc1ccc(C(=O)N2CCN(c3ccccn3)CC2)cc1,0%,-1,5%,32%,18%,-2%,13%,-7%,1%
Cc1nn(Cc2ccc(Cl)cc2)c(C)c1NC(=O)c1cc(-c2ccco2)on1,-2%,4,5%,23%,-5%,i,1%,-3%,36%[activator]
Cc1ccc(NC(=O)CNCc2ccccn2)cc1S(=O)(=O)N(C)C,-13%,-1,2%,39%[activator],1%,-10%,5%,-17%,-6%
CCn1c(=O)c2cc(C(=O)NCc3ccc(F)cc3Cl)sc2c2ccccc21,2%,2,8%,33%,27%,-1%,5%,-19%,-3%
COc1cccc(NC(=O)Cn2cnc3sc(C)c(S(=O)(=O)N4CCN(C)CC4)c3c2=O)c1,21%,0,9%[57.1 µM],0%,-5%[57.1 µM],1%,3%,1%,-4%
COc1ccc(/C=C/c2nnc(NC(=O)CC(C)C)s2)cc1,12%,0,162%,17%,69%[57.1 µM],-4%,0%,-15%,-1%
COc1cc2ccccc2cc1C(=O)Nc1nccs1,0%,-2,10%,60%[activator],9%,5%,-2%,-7%,-2%
COc1ccc(CCNc2cc(C)nc3c(-c4ccccc4)cnn23)cc1OC,-12%,-4,168%[activator],69%[activator],156%[activator],i,17%,-23%,0%
CC(=O)N1CCN(c2ccc(S(=O)(=O)N3CCCCC3)cc2[N+](=O)[O-])CC1,-10%,-2,11%[57.1 µM],15%,19%[57.1 µM],1%,3%,-22%,3%
Cn1ncc(N=Cc2c(O)ccc3ccccc23)c1C(=O)Nc1cccc(Cl)c1,9%,1,-4%,-8%,7%,i,0%,-19%,u
CCC(=O)Nc1cccc2ccccc12,0%,-7,14%[11.4 µM],20%,40%[activator][11.4 µM],-8%,8%,-17%,0%
CC(C)(C)c1ccc(-n2ncc3c2CCCC3NC(=O)CCn2cncn2)cc1 (centres undefined),15%,0,-1%,28%,3%,2%,3%,-10%,2%
Cc1c(CC(=O)NCCc2ccccc2F)c(=O)oc2c(C)c3occ(C(C)(C)C)c3cc12,7%,0,9%,30%,33%,-2%,-10%,-17%,0%
CC(C)Cc1cc(C(=O)NCc2ccco2)no1,-2%,-6,9%[57.1 µM],-7%,-6%[57.1 µM],-8%,-5%,-4%,-9%
CCN(c1ccccc1)S(=O)(=O)c1ccc2c(c1)N(C(C)=O)CCS2,-14%,5,-3%,45%[activator],13%,-9%,3%,-21%,3%
FC(F)(F)c1n[nH]c(=S)n1/N=C/c1ccco1,7%,-4,8%[57.1 µM],28%,-11%[57.1 µM],-8%,1%,-14%,-13%
CN1CCC(OC(=O)c2cccc(Cl)c2)CC1,33%[activator],2,7%[57.1 µM],32%,17%[57.1 µM],0%,-2%,-15%,3%
